KCNH2 WT inh = KCNH2 (human, wildtype) channel inhibition. 340,000 tested, 0.37% active. U2OS, BacMam KCNH2, thallium flux FluxOr; active compounds read low. AID 720551. activity change, % at 1.84 µM. Q12809;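 active = maximum activity change below -70%; inconclusive = maximum activity change between -70% and -50%; inactive = maximum activity change above -50%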; note: % is set by controls: 0 for no effect and ±100 for the full control effect
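U2OS cells transduced with wild-type KCNH2 virus are loaded with FluxOr dye for 45 min, and thallium flux is measured in kinetic reads before and after stimulation buffer. Rate constants are normalized to DMSO controls.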
Integrin act MD = integrin-mediated muscular dystrophy alleviation activation | Potency, µM (highest dose often 38.3 µM), without a hit: at the highest dose activation, most hits filed as activators | alpha7betagal myoblasts, beta-gal FDG fluorescence, 48 h | 350,000 tested, 0.064% active | AID 624291;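 note: potency is the fitted concentration of half-maximal effect; 100% = response of the positive control SU9516; nearly all actives have a fitted effect of over 60% in size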
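Alpha7betagal+/- myoblasts (passage 13) were plated 16-24 hr, then exposed to compounds (1:260 dilution of DMSO stock) for 48 hours at 37C. After MPER lysis, β-galactosidase reporter activity was read as FDG fluorescence (ex 480/em 540) after 30 minutes.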
FBPA coupling cs = inhibits coupling enzyme system, counter-screen for aldolase hits; coupling enzyme system counterscreen, AmpLite Red fluorescence; activity change, negative = inhibition, % at 58.2 µM, hits read low; 290,000 tested, 0.67% active; AID 2472; in the data active = activity change below about -30%; note: % is set by controls: 0 for no effect and ±100 for the full control effect
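Activity here indicates interference with the coupling reaction, not aldolase inhibition. Compounds at 57.5 uM final met coupling enzymes for 10 min at RT; substrate and AmpLite Red detection followed, with a 525/598 nm fluorescence read after 20 min.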
KCNH2 3.1 block = inhibitors of human KCNH2 3.1 potassium channel isoform | 340,000 tested, 0.95% active | activity change, % (tested at about 1.8 µM) | U2OS KCNH2 3.1, thallium flux FluxOr; active compounds read low;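 active = maximum activity change below -70%; inconclusive = maximum activity change from -70% to -50%; inactive = maximum activity change above -50%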;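 note: thallium influx rate constant from kinetic fluorescence after stimulation buffer; % is set by controls: 0 for no effect and ±100 for the full control effect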
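Normalized rate constant (relative to positive and negative DMSO controls) derived from a 2 min kinetic fluorescence read after stimulation; U2OS cells expressing the 3.1 isoform via virus at 1.77 x 10^8 /mL.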
MBNL1 CUG block = MBNL1-poly(CUG) RNA binding inhibition; Q9NR56; TR-FRET MBNL1-His/biotin-(CUG)12 binding, 665/545 ratio; Potency, µM (highest dose often 57.5 µM), for inactives: top-dose activity change, negative = inhibition, actives largely listed as inhibitors; 280,000 tested, 0.036% active; active = well fitted inhibition curve with a large enough effect in the signal ratio, with a control signal flat, not every such curve was filed as active; inconclusive = small, poorly fitted or top-dose-only effect, or effect the other way, or a change in a side signal; inactive = no such curve, though single readings can be large or run the other way; the % refers to the signal ratio; note: potency is the fitted concentration of half-maximal effect; % is set by controls: 0 for no effect and ±100 for the full control effect
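MBNL1-His + Biotin-(CUG)12, cpd titration 92 nM–58 uM; Tb anti-His Ab 0.055 ng/ul, SA-XL665 5 nM (final); 60 min RT; ratiometric 665/545 nm, Ex 340 nm; normalized to buffer and full-complex controls.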
CXXC DNA block = MLL CXXC-DNA interaction inhibition; Potency, µM (titrated, usually from 115 µM), for inactives: at the top dose activity change, negative = inhibition, actives largely listed as inhibitors; 290,000 tested, 0.037% active; AID 2662; MLL-CXXC / FITC-HOXA9 DNA fluorescence polarization; Q03164; active = well fitted inhibition curve with a large enough effect in the polarisation, with a control signal flat, not every such curve was filed as active; inconclusive = small, poorly fitted or top-dose-only effect, or effect the other way, or a change in a side signal; inactive = no such curve, though single readings can be large or run the other way; the % refers to the polarisation; note: potency is the fitted concentration of half-maximal effect
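Steps: dispense CXXC domain solution (7 uM) → pin compounds or unlabeled HOX-A9 DNA control → 5 min ambient → add FLSN-HOX-A9 solution (50 nM) → spin → 30 min ambient → fluorescence polarization. Tris pH 7.5/NaCl/DTT/BSA buffer.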
GALK inhibitor = inhibitors of human galactokinase; Purified GALK, Kinase-Glo residual ATP luminescence; 270,000 tested, 0.007% active; Potency, µM (series often up to 57.5 µM), for inactives: top-dose activity change, negative = inhibition, hits mostly inhibitors; P51570; note: potency is the fitted concentration of half-maximal effect; % is set by controls: 0 for no effect and ±100 for the full control effect
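GALK at 5 nM final was combined with compound, 35 uM ATP and 100 uM galactose in HEPES pH8.0 with MgCl2 and DTT. The reaction ran one hour at room temperature before luminescent ATP detection.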
TRPV1 ag = human TRPV1 agonism. 320,000 tested, 0.19% active. activation, % at 8.33 µM. Q8NER1. TRPV1-expressing cells, Fluo-8 calcium influx, agonist mode; in the data active = activation above about 80%; inconclusive = between about 30% and that limit; note: 0% is about no effect
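Cells expressing TRPV1 were dye-loaded with Fluo-8 and read kinetically: 10 s baseline, 3 min after compound (agonist portion), then 2 min after EC20 capsaicin (allosteric enhancer portion). Calcium-bound dye fluorescence at 480/520 nm.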
A-T KAP1 phos = potential ataxia-telangiectasia treatments restoring KAP-1 phosphorylation | […] A-T fibroblasts, KAP-1 phosphorylation AlphaLISA; neocarzinostatin DNA damage 30 min before lysis | Potency, µM (series often up to 57.5 µM), for inactives: top-dose activation, hits mostly activators | 320,000 tested, 0.19% active; note: potency is the fitted concentration of half-maximal effect; % of control where 0% means no effect; nearly all actives have a fitted effect of over 45% in size
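hTERT-immortalized A-T patient fibroblasts ([…]), 500 cells/well in OPTI-MEM, 1% FBS, got compounds for 60 min, then NCS for 30 min at 37C. Lysates were then assayed for phospho-KAP-1 by AlphaLISA (anti-pKAP1 donor, anti-KAP1 acceptor beads), 6 hr at 25C.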
S-ASM inh = human S-ASM enzyme inhibition; P17405; AID 504937; Potency, µM (series often up to 57.5 µM), for the others: at the highest dose activity change, negative = inhibition, most hits filed as inhibitors; placental ASM, HMU-PC fluorogenic substrate, 60 min; 340,000 tested, 0.006% active; note: potency is the fitted concentration of half-maximal effect
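qHTS format. ASM enzyme prepared from human placenta hydrolyses the fluorogenic substrate HMU-PC0 (9 uM final) over 60 min at 37 °C after a 10 min compound preincubation.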
* = called active by the depositor; i = inactive; ? = inconclusive; · = not tested or not shown; & = joins results of further samples; [ ] = dose if it differs, or a comment. Unless noted, calls come from the whole dose curve; as a rule, active = well fitted curve in the direction sought with a large enough effect; inconclusive = small, poorly fitted or top-dose-only effect, or another doubt; inactive = no such curve, though single readings can be large; an effect the other way counts as inactive or inconclusive. No enrichment for hits; any-hit rate near 2%.

SMILES	KCNH2 WT inh	Integrin act MD	FBPA coupling cs	KCNH2 3.1 block	MBNL1 CUG block	CXXC DNA block	GALK inhibitor	TRPV1 ag	A-T KAP1 phos	S-ASM inh
CC(=O)Nc1ccc(CN2CCN(CC(C)C)C(CCO)C2)cc1 (stereo not given)	3	-18%	0	6	-2%	1%	1%	0	4%	4%
CCOc1ccccc1CN1CCC(Oc2ccc(C(=O)NCc3ccccn3)cc2)CC1	5	-41%	0	10	-3%	2%	·	4	-7%	2%
CCN1CCN(CCn2c(=S)[nH]c3cc4c(cc3c2=O)OCO4)CC1	3	-14%	0	-3	-3%	13%	0%	1	5%	1%
CCC(Oc1ccccc1)C(=O)Nc1ccc(-c2nnc(-c3ccco3)o2)cc1 (stereo not given)	14	-23%	-2	-16	0%	0%	0%	5	6%	-2%
CNC(=O)Cn1c(C)cc(=O)c2cccc(C)c21	-4	?	-1	-4	·	7%	-1%	12	0%	3%
Cc1cccc(-n2c(C)cc(/C=C3/C(=N)N4C(c5ccccc5)=CSC4=NC3=O)c2C)c1	-4	37%	1	0	·	21%	1%	-2	-4%	12%
Cc1ccc(-n2ncc3c(=O)n(CC(=O)NCc4ccco4)cnc32)cc1C	0	-13%	0	-85*	-2%	13%	1%	22	1%	-2%
COc1ccc(NC(=O)O/N=C/c2c(C)nn(C(C)(C)C)c2C)cc1	5	-4%	0	8	-7%	1%	2%	-1	1%	-3%
Cc1ccc(OCC(=O)N2CCN(C(=O)Cc3ccccc3)CC2)cc1	6	4%	0	14	-12%	1%	0%	14	5%	6%
Cc1ccc(S(=O)(=O)NNC(=O)c2ccc(O)cc2)cc1	11	-8%	2	15	-2%	16%	·	8	-7%	3%
Cc1ccc(C(=O)N(CN2CCCC2=O)c2ccccc2)cc1	-30	-16%	1	6	2%	-7%	0%	-2	-1%	1%
C=C(C)CNC(=S)N1CCNC(=O)C1CC(=O)OC (stereo not given)	12	-3%	3	14	·	30%[activator]	0%	-4	8%	2%
Cc1ccc(OCC(=O)N(Cc2ccccc2)C(C)C)c([N+](=O)[O-])n1	5	-1%	4	-23	·	-1%	0%	3	0%	-2%
COC(=O)CN1C(=O)[C@@H]2[C@H](C1=O)[C@@H]1CC(C(=O)OC)=C[C@@H](C(=O)OC)[C@@H]3C1=C(C(=O)[C@]3(C)NC(=O)c1ccccc1)[C@@H]2C	0	18%	·	0	·	·	·	·	·	5%
COc1ccc(-c2nn(-c3ccccc3)cc2/C=N/NS(=O)(=O)c2ccccc2)cc1	7	9%	-2	22	10%	7%	2%	3	-1%	-5%
COc1ccc(-n2c(C)cc(/C=C3/SC(=S)N(C)C3=O)c2C)cc1	-3	-12%	5	5	-8%	?	·	-9	-12%	15%
CCCN1CCN(CCNC(=O)Nc2ccccc2Cl)CC1	-2	-34%	-8	5	-5%	19%	·	-1	29%	1%
COc1ccc(Nc2nc(-c3ccccc3)c3ccccc3n2)cc1	1	22%	-1	7	14%	2%	2%	1	5%	-1%
COc1ccc(/C=C/C(=O)c2ccccc2O)cc1	·	-4%	1&1	·	21%	14%	·	21	17%	-4%
Nc1ccccc1C(=O)N1O[C@@H]2C=C[C@H]1CC2	-2	-28%	·	·	·	·	·	·	3%[11.5 µM]	3%
CC(C)Nc1nc(NC(C)(C)C)nc(Oc2ccc(=O)n(-c3ccccc3)n2)n1	19	14%	·	9	59%[activator]	-4%	-1%	6	1%	1%
Cc1ccc(C=Nc2ccccc2C(N)=O)cc1	0	-22%	4	-17	12%	8%	3%	1	·	172%[activator]
COc1ccc(Nc2nc(N)nc(COc3ccc(OC)cc3)n2)cc1	-5	-45%	0	-18	-8%	-17%	-2%	0	2%	0%
COc1cccc(NC(=O)CSc2ncc(S(=O)(=O)c3ccccc3)c(=O)[nH]2)c1	-5	42%	12	7	-4%	-1%	-5%	1	1%	9%
COc1cccc(C(O)c2nc3ccccc3n2C)c1 (stereo not given)	-7	-1%	1	23	0%	17%	0%	1	19%	-1%

Reprinted from the part before: two compounds, then new ones.
SMILES	KCNH2 WT inh	Integrin act MD	FBPA coupling cs	KCNH2 3.1 block	MBNL1 CUG block	CXXC DNA block	GALK inhibitor	TRPV1 ag	A-T KAP1 phos	S-ASM inh
COc1cccc(NC(=O)CSc2ncc(S(=O)(=O)c3ccccc3)c(=O)[nH]2)c1	-5	42%	12	7	-4%	-1%	-5%	1	1%	9%
COc1cccc(C(O)c2nc3ccccc3n2C)c1 (stereo not given)	-7	-1%	1	23	0%	17%	0%	1	19%	-1%
COc1ccc(C(C)=O)cc1COC(=O)C(CO)NS(=O)(=O)c1ccc(Br)cc1 (stereo not given)	9	9%	-2	-79*	-1%	-2%	0%	0	12%	0%
CCCCOc1ccc(C(=O)NCC(=O)NC2CCC(C)CC2)cc1 (stereo not given)	-2	24%	·	-7	·	·	·	-1	1%	1%
Cc1ccc(C(=O)C[n+]2cccc(C(N)=O)c2)cc1	3	25%	1	0	·	2%	-1%	·	-4%	-4%
CCO[C@H]1OC(C(=O)Nc2ccccc2)=C[C@@H](c2ccc(C(F)(F)F)cc2)[C@@H]1CCCO	-2	-34%	-4	7	8%	6%	0%	?	-22%	?
O=C(COc1ccc(Cl)cc1Cl)Nc1ccc2nc3n(c(=O)c2c1)CCCC3	-2	2%	3	-9	3%	16%	2%	2	-3%	?
CCOc1ccc(N2CC(O)=C(c3ccccc3)C2=N)cc1	3	-6%	1	0	2%	-3%	0%	3	2%	0%
Cc1ccc(SCc2noc(C(=O)NCC3CCCO3)c2C(=O)O)cc1C (stereo not given)	1	-32%	12	-5	-9%	15%	-12%	2	-10%	11%
CC(=O)Nc1ccc(-c2cc(N)n(-c3ccccc3)n2)cc1	3	2%	-6	23	3%	0%	11%	0	-27%	4%
COn1c(=S)[nH]c2ccccc2c1=O	-8	8%	0	2	-8%	2%	0%	-3	-2%	1%
CCOC(=O)C1=C(COC(=O)C2CC(=O)N(c3ccc(C)cc3)C2)NC(=O)NC1C (stereo not given)	-2	-6%	·	-9	·	·	·	3	1%	-1%
COCCCNc1nc2ccccc2nc1NS(=O)(=O)c1ccc(Cl)cc1	4	3%	9	-1	2%	15%	1%	-3	-3%	-2%
O=C(NCc1ccccn1)c1cccc(S(=O)(=O)Nc2ccccc2Cl)c1	-6	-10%	·	-11	·	·	·	1	-5%	3%
COc1ccccc1C(=O)NC(=O)COC(=O)c1ccc([N+](=O)[O-])cc1	-1	17%	·	-1	·	·	·	-2	-5%	·
CC(=O)N[C@@H](C)c1nc2ccccc2n1CCNC(=O)[C@H]1CCCN1c1nc(CN2CCCCC2)cs1	·	·	0	·	1%	-5%	·	-2	7%	·
CC(=O)O[C@H]1CC(C)(C)C(=C=C/C(C)=C/C=C/C(C)=C/C=C/C=C(C)/C=C/C=C(\C)C(=O)C[C@@]23O[C@]2(C)C[C@@H](O)CC3(C)C)[C@](C)(O)C1	0	-32%	0	-37	13%	-7%	-3%	14	-32%	0%
N#C/C(=C\c1c(N2CCOCC2)nc2ccccn2c1=O)C(=O)NC1CCS(=O)(=O)C1 (stereo not given)	-5	14%	-2	-6	?	-8%	0%	2	-4%	i
CCCCN1CCNC[C@H]1Cc1ccc(O)cc1	12	15%	·	14	·	·	·	1	3%	1%
COC(=O)C1=C(C)N(Cc2ccccc2)C(=S)N[C@H]1c1cccc(C(F)(F)F)c1	-22	-3%	-4	-3	0%	-1%	·	5	3%&17%	-23%
c1ccc(-c2cccs2)nc1	-5	13%	3	8	5%	-5%	0%	-1	4%	10%
CC(c1cc2ccccc2s1)N(O)C(N)=O (stereo not given)	·	·	2&6	·	-4%	-17%&0%	-3%	3	·	·
O=C(CN1C(=O)NC2(CCCc3ccccc32)C1=O)Nc1ccccc1OC(F)F (stereo not given)	14	-14%	·	1	·	·	·	0	2%	-1%
CCCN1/C(=C2/SC(=S)N(CC)C2=O)C=Cc2ccccc21	-9	4%	-7	1	?	-17%	0%	3	-8%	?
O=C(Cc1ccccc1)NCCSC1CCCCC1	·	-9%	-4	-3	-4%	5%	0%	94*	-2%	0%
O=C1CCc2ccc(NS(=O)(=O)c3ccc(F)cc3)cc2N1	5	-6%	-14	6	-15%	?	4%	-8	6%	-1%
CCOc1ccc(N2C(=O)Nc3ccccc3C2(O)C(=O)N2CCN(c3ccccn3)CC2)cc1 (stereo not given)	4	2%	-1	4	-1%	-3%	-1%	3	-4%	-1%
CC1=CN2C(=N)/C(=C\c3cn(CCCOc4ccccc4)c4ccccc34)C(=O)N=C2S1	-4	-1%	-1	1	-4%	0%	-2%	9	-13%	23%
COc1ccc(C(=O)Nc2ccccn2)cc1	2	-8%	4	-5	-8%	-1%	1%	-2	3%	4%

Screening data (PubChem BioAssay)
